A350 fluor – qHTS Assay for Spectroscopic Profiling in A350 Spectral Region. Compound autofluorescence, 340/450 nm, Alexa 350 dye-equivalents; hits give high values. max dye-equivalent concentration, M. 11% of 59,000 active; in the data active means max dye-equivalent concentration above about 10 nM; inconclusive means mostly about 1.1 nM to 9.6 nM
FLuc inh – qHTS Assay for Inhibitors of Firefly Luciferase; Luciferin 4-monooxygenase (Photinus pyralis), P08659; purified firefly luciferase, luminescence, 8 min; Potency, µM (highest dose often 57.1 µM), for the others: at the top dose activity change, negative = inhibition, most hits filed as inhibitors; 2.2% of 72,000 active; AID 411, 2009; active means well fitted inhibition curve with a large enough effect; inconclusive means small, poorly fitted or top-dose-only effect; further: potency means the concentration at half of the fitted maximal effect; on the % scale 0 is the no-effect control and ±100 the full control effect; nearly all actives have a fitted effect of over 40% in size
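Firefly luciferase (PKLight detection mix) with 10 uM ATP in pH 7.2 imidazole buffer (KCl, MgCl2, Tween 20, BSA). Compounds tested across a concentration series (qHTS). Luminescence read after 8 min at ambient temperature.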
Numbers without * were called inactive; i = inactive; ? = inconclusive; [ ] = another dose, or the depositor's remark.

SMILES | A350 fluor | FLuc inh
CCC(C)n1ncn(-c2ccc(N3CCN(c4ccc(OCC5COC(Cn6cncn6)(c6ccc(Cl)cc6Cl)O5)cc4)CC3)cc2)c1=O (stereo not given) | i | -0.2%[25.5 µM]
CC[N+](C)(CC)CCOC(=O)C(O)(c1ccccc1)C1CCCCC1 (stereo not given) | ? | 0.4%[25.5 µM]

Not all compounds are listed (hit frequency here may not be typical).
